Bioassay records from PubChem BioAssay.
GPR151 activ – activators of human GPR151, primary screen, cell-based, PathHunter beta-arrestin, luminescence | hit rate 1% among 650,000 | activation, % at 11.2 µM | PathHunter beta-arrestin GPR151 cells; in the data active means activation above about 4.9%;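 further: 0% = median of compound wells and 100% = cells with positive control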
Target sequence (Q8TDV0 whole entry, looked up): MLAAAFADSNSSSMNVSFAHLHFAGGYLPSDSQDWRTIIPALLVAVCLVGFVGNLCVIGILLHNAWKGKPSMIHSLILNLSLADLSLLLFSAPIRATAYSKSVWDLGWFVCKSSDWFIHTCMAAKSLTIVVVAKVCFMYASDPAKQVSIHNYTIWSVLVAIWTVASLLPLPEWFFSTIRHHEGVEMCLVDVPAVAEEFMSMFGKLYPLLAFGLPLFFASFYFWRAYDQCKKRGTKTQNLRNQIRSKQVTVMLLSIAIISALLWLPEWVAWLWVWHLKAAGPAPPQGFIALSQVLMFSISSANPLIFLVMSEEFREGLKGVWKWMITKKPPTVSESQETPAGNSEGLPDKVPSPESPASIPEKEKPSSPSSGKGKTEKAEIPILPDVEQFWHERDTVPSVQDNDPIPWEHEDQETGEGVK
MITF inh – MITF inhibitors, primary screen, biochemical, AlphaScreen, human | Microphthalmia-associated transcription factor (Homo sapiens), O75030 | AlphaScreen MITF homodimerization, bead proximity signal | inhibition, % at 2.6 µM | hit rate 0.91% among 650,000 | AID 1259374, 2018; in the data active means inhibition above about 50%;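 further: 0% = vehicle wells with protein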
Target sequence (O75030 whole entry, looked up): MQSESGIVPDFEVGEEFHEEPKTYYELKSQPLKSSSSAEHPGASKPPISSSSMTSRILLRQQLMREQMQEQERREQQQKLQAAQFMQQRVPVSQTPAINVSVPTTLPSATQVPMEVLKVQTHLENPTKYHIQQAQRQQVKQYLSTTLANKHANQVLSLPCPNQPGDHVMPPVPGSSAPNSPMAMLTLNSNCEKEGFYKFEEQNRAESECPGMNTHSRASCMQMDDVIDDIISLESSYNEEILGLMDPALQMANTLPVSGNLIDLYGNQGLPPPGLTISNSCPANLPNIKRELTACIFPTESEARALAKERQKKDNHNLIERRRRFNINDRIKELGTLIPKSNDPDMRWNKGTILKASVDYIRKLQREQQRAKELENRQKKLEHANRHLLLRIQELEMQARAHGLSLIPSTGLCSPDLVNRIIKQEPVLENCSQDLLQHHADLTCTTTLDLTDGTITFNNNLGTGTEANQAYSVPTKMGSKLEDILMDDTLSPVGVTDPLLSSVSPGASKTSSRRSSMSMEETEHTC
FBW7 act – FBW7 E3 ligase activators, primary screen, biochemical, AlphaScreen, human; AID 1259310, 2017; hit rate 0.13% among 650,000; AlphaScreen FBW7–phospho-cyclin E peptide binding, activator screen; F-box/WD repeat-containing protein 7 (Homo sapiens), Q969H0; normalized activity (activation), % at 26.1 µM; in the data active means normalized activity above about 1.9%;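 further: purified mutant Fbw7 with reduced substrate affinity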
TEAD-YAP inh – TEAD-YAP interaction inhibition, primary screen, TEAD-YAP interaction inhibitor project, luminescence, HEK-TIYL cells; AID 1259422, 2018; hit rate 1.4% among 640,000; TEAD-Gal4/YAP UAS-luciferase luminescence; inhibition, % at 9.12 µM; in the data active means inhibition above about 32%;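 further: 0% = median of test compound wells and 100% = reference inhibitor wells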
* = called active by the depositor; & = joins results of further samples.

smiles,GPR151 activ,MITF inh,FBW7 act,TEAD-YAP inh
CC(=O)Nc1ccc(SCC(=O)N2CCN(c3ccccc3)CC2)nn1,1.3,13,0.2,-4
COc1ccccc1-n1c(CNC(=O)c2ccc(S(=O)(=O)N3CCCC3)cc2)nnc1SCC(=O)Nc1nccs1,-0.2,-8,-0.1,1
CC1=C(C(=O)OCCc2ccccc2)C(c2ccc(Cl)cc2)NC(=O)N1C (stereo not drawn),-0.9,4,-0.3,8
CCOC(=O)C1=C(C)N=c2s/c(=C/c3ccc(OC(C)=O)cc3OC(C)=O)c(=O)n2C1c1ccccc1Cl (stereo not drawn),1.2,1,-0.4,3
CCC1CCCCN1C(=O)CCc1nc(-c2ccc(Cl)cc2)no1 (stereo not drawn),0.0,-16,0.4,-13
O=c1c2sccc2nc(SCc2ccc([N+](=O)[O-])cc2)n1CCc1ccccc1,0.8,6,0.4,15
CCOc1ccc2[nH]c(C(=O)O)cc2c1,-0.3,7,-0.2,8
O=C(NCc1ccc(F)cc1)c1c(O)nc2ccccn2c1=O,-1.4,1,0.0,-6
O=C1OC(c2ccc(Cl)cc2)=C/C1=C/c1cc2c(cc1[N+](=O)[O-])OCO2,1.0,6,0.0,9
Cc1cc([N+](=O)[O-])nn1Cc1ccc(-c2nc(-c3nonc3N)no2)cc1,1.1,4,0.1,9
CCN1C(=O)S/C(=C/c2ccc(N(C)C)c(Br)c2)C1=O,-0.5,4,0.3,-4
CCN(CC)C(=O)CN(c1ccc(OC)c(OC)c1)S(C)(=O)=O,1.0,0,-0.1,-2
CC(=O)Nc1ccc(C(=O)CC2(O)C(=O)Nc3ccccc32)cc1 (stereo not drawn),-0.5,1,-0.2,5
COC(=O)c1ccc(/C=C(\C#N)C(=O)NC2CCCCC2)cc1,1.5,4,-0.1,0
O=C(CSc1nnc(-c2cccnc2)s1)Nc1ccnc2ccccc12,-0.5,-11,-0.4,48*
FC(F)(F)C(F)(F)c1nnc2ccc(Cl)nn12,-0.6,4,0.0,-1
C/C(=N\NC(=O)c1cc(-c2ccc(C)o2)[nH]n1)c1ccc(N)cc1,-0.5,5,-0.1,-27
Cc1cccc(OCCc2nnc(N)s2)c1C,-0.2,8,-0.2,-23
COc1ccc2c(=O)c(Oc3ccc4ccccc4c3)coc2c1,0.3,-6,0.1,-7
CCSc1ccccc1C(=O)Nc1cc(C)ns1,-3.4,-7,-0.4,-31
Cc1nc2nc(C)c(CCC(=O)Nc3cc(F)ccc3F)c(C)n2n1,-0.7,8,-0.1,14
CCC(NS(=O)(=O)c1ccc(C)cc1)C(=O)N1CCc2ccccc21 (stereo not drawn),1.2,-1,0.1,1
O=c1c2ccccc2nc(-c2ccc(Cl)cc2)n1CCCCOc1ccc(F)cc1,0.8,-14,-0.3,-3
CCOC(=O)c1ccc(NC(=O)CN(c2cccc(C)c2C)S(=O)(=O)c2ccccc2)cc1,0.2,10,0.1,1
COc1ccc(C2C3CN(C(C)C)CC=C3C(C#N)=C(N)C2(C#N)C#N)c2ccccc12 (stereo not drawn),-0.5,19,0.1,6
CNC(=O)CCc1nc(-c2ccc(OC)cc2)no1,1.6,-2,-0.1,-13
COc1cc(C2C3=C(Nc4c2c(=O)n(C)c(=O)n4C)c2ccccc2C3=O)cc(OC)c1OC (stereo not drawn),1.3,-4,-0.2,-2
O=C1c2cccc3cccc(c23)C(=O)N1OS(=O)(=O)c1ccc(Cl)cc1,0.0,8,-0.1,5
O=C(Nc1ccccc1C(=O)NCCO)c1ccccc1Cl,-1.3,7,0.2,3
NS(=O)(=O)c1cc2c(cc1Cl)NC(C(Cl)Cl)NS2(=O)=O (stereo not drawn),4.6&-0.9,4&20,-0.1&0.0,7

More results.
smiles,GPR151 activ,MITF inh,FBW7 act,TEAD-YAP inh
COC(=O)c1c(NC(=O)c2nn(C)cc2Br)sc2c1CCC(C)C2 (stereo not drawn),0.8,-7,-0.1,-5
COc1cccn2c(C(=O)N(C)c3ccccc3)c(C(F)(F)F)nc12,-0.5,6,1.8,6
Nc1nnc(CSCc2ccccc2)s1,1.1,-1,-0.1,1
Cc1ccc(C2=NN(CC(=O)NCCN3C(C)CCCC3C)C(=O)CC2)cc1 (stereo not drawn),2.5,-11,-0.2,-3
N/C(=N\OC(=O)COc1ccc(Br)cc1Cl)c1ccccc1,-1.7,-6,0.4,-6
N#Cc1c(-c2ccccc2)cc(-c2ccccc2)nc1SCS(=O)Cc1ccc(Cl)cc1 (stereo not drawn),-1.5,3,-0.2,5
COc1ccc(NC(=O)c2oc3ccccc3c2NC(=O)COc2ccc(OC)cc2)cc1,-1.6,-8,0.0,-3
COc1ccc(-n2c(SCCc3ccccc3)nc3sc4c(c3c2=O)CCc2ccccc2-4)cc1,0.3,19,0.4,-5
COC(CNC(=O)c1cnn2c(C)c(Cc3ccccc3Br)c(C)nc12)OC,0.6,-11,0.1,-5
O=C1/C(=C/c2ccco2)CCC1C1CCCC1 (stereo not drawn),0.7,2,0.1,-15
Cc1cc(NC(=O)C2CCCCC2)ncc1NC(=O)c1ccncc1,2.1,-5,-0.2,-9
COc1ccc(Cl)c2sc(N3CCN(C(=O)/C=C/c4cccs4)CC3)nc12,-0.9,-1,0.0,2
O=C(c1ccccc1)N1CCN(c2ccc(F)cc2[N+](=O)[O-])CC1,-1.3,7,0.0,2
CCN(CC)CCCNC(=O)c1cc2c(s1)CSC2,-1.2,-8,-0.2,-17
CC(C)[C@H](NC(=O)c1ccccc1)C(=O)NCc1cccc(Cl)c1,-1.3,-9,0.1,2
COCC(=O)Nc1nc(-c2cccc([N+](=O)[O-])c2)cs1,-0.7,12,0.1,-6
O=C(COc1ccc2ccccc2c1)Nc1c2c(nn1-c1ccccc1)CS(=O)C2 (stereo not drawn),-0.7,-4,0.1,-4
CC1(C)CC(=O)C2=C(C1)Nc1ccc3ccccc3c1C2c1ccc(Cl)c(Cl)c1 (stereo not drawn),0.5,-10,0.0,-8
COC(=O)c1ccc(OC(=O)c2ccncc2)cc1O,2.9,-9,0.1,12
Cc1c(CC(=O)NCc2ccc(Cl)cc2)c(=O)oc2cc(O)ccc12,-1.0,-16,0.1,-1
Cc1ccc(S(=O)(=O)Nc2ccc3c(c2)C(=O)NC3=O)c(C)c1,0.2,15,0.0,4
S=C(NCc1ccco1)N1CCN(Cc2ccc3c(c2)OCO3)CC1,-0.1,80*,0.0,0
Cc1cc(C)n2c(SCC(=O)NC(=O)Nc3ccccc3F)nnc2n1,-0.5,-4,-0.1,7
Cc1nc(CCNC(=O)c2cc(COc3ccc(F)cc3F)on2)sc1C,-0.2,-3,0.3,-12
CC(C)(C)c1ccc(S(=O)(=O)Nc2cc(Br)c3oc4c(c3c2)C(=O)CCC4)cc1,0.0,11,0.1,4
COc1ccc(N=Cc2nc(-c3ccc(Br)cc3)oc2O)c([N+](=O)[O-])c1,0.3,2,-0.1,3
CCOC(=O)c1ccc(-n2c(=S)sc3c(=O)n(Cc4ccco4)c(SCC(=O)N(CC)CC)nc32)cc1,-0.7,16,0.1,-5
CCC1(C2CCN(C3CCSC3)CC2)NC(=O)N(CCc2ccc(OC)cc2)C1=O (stereo not drawn),-1.2,6,0.2,17
O=C1C(Nc2ccc(F)c(F)c2)=C(N2CCOCC2)C(=O)c2ccccc21,1.8,8,-0.7,0
COc1ccccc1-n1c(SCC(=O)Nc2ccc(C)cc2C)nc2c(c1=O)SCC2,0.5,-4,-0.3,6

The listing continues.
smiles,GPR151 activ,MITF inh,FBW7 act,TEAD-YAP inh
Cc1ccc(NC(=O)CN2C(=O)N/C(=C\c3ccc(-c4cccc(C(=O)O)c4)o3)C2=O)cc1,0.5,7,0.2,2
COC(=O)CNS(=O)(=O)Cc1ccccc1,0.9,-8,0.4,-13
Cc1ccc(-c2nc3n(c2CNC(=O)c2ccc(I)cc2)CCS3)cc1,-0.5,4,0.0,1
COc1cccc(NC(=O)CSc2nc3ccccc3c(=O)n2CCc2ccc(S(N)(=O)=O)cc2)c1,1.4,-3,0.0,19
CC(C)CC(=O)Nc1cccc(NC(=O)CSc2nnc(-c3ccncc3)n2C)c1,-0.4,10,-0.1,-2
COc1cccc2cc(-c3nnc(Nc4ccc(F)cc4)s3)c(=O)oc12,-0.5,-13,-0.1,-10
Cn1c(=O)cc(OCCCC(=O)N2CCN(c3ccccn3)CC2)c2ccccc21,-0.6,3,-0.2,-5
O=C(NC12CC3CC(CC(C3)C1)C2)N1CCN(c2ccc(F)cc2)CC1,4.4,1,-0.2,-4
COc1cccc([C@H](C)NC(=O)c2c[nH]c3cc(-c4cn[nH]c4)ccc23)c1,3.2,8,0.0,3
CC(=O)Oc1ccc(N2C(=O)c3ccc(-c4nc5ccccc5c(=O)o4)cc3C2=O)cc1,0.2,-2,0.0,6
CC(=O)c1ccc(NC(=O)C(C)Oc2ccccc2C)cc1 (stereo not drawn),-1.2,-4,-0.1,-49
N#Cc1c(-c2ccc(F)cc2)nc2n(c1=O)CCS2,-0.9,7,0.0,6
Cc1cc(C)n2nc(CNS(=O)(=O)c3cccc(C#N)c3)nc2n1,1.0,1,-0.1,3
COc1cc(OC)cc(C(=O)Nc2nc3ccc4sc(C)nc4c3s2)c1,-1.9,8,0.4,-45
Cc1ccc(NC(=O)COC(=O)C(CC(C)C)N2C(=O)c3ccccc3C2=O)cc1F (stereo not drawn),-1.0,18,0.5,2
Cc1ccccc1-c1ccc(C(=O)NCc2ccco2)c(NCc2cccnc2)n1,-1.5,-7,1.3,4
CN(C)CCOc1cc(-c2ccnc(N)n2)ccc1NC(=O)C1COc2ccc(F)cc2C1 (stereo not drawn),-1.9,15,0.4,17
Cc1ccc(NC(NC(=O)c2cccnc2)C(Cl)(Cl)Cl)cc1 (stereo not drawn),0.8,13,-0.1,1
Cc1ncsc1CCOC(=O)C12CC3CC(CC(C)(C3)C1)C2,0.0,-1,-0.1,1
COc1ccccc1C1=NOC(C(=O)NC(C)C)C1 (stereo not drawn),-0.1,7,-0.1,-2
CCOC(=O)Cc1c(C)c2c(C)nn(-c3ccccc3)c2oc1=O,0.3,-2,-0.3,-2
NC1=NC(=O)/C(=C/c2cccc(OC(=O)c3ccc(Cl)cc3)c2)S1,-0.6,4,0.6,4
COc1cc(CN2CCN(C=O)CC2)ccc1OCc1ccccc1,-0.9,-15,-0.1,24
CC1(C)CC(=O)C2=C(C1)NC1=C(C2)C(=O)CC(C)(C)C1,-1.4,12,-0.1,-2
Cn1c(SCC(=O)Nc2ccc3c(c2)OCCO3)nnc1-c1ccccc1N,0.6,-7,0.1,6
COc1ccc(NC(=O)C(C(C)C)N2C(=O)c3ccccc3C2=O)cc1 (stereo not drawn),-0.6,-7,-0.1,-3
O=C(NC1CS(=O)(=O)CC1Cl)c1ccco1 (stereo not drawn),1.6,19,0.0,12
CC(=O)Nc1ccc(-c2nc3cc(Cl)ccc3c(=O)o2)cc1,-0.7,1,0.0,-4
O=C(c1ccc(S(=O)(=O)N2CCCC2)cc1)N1CCN(c2ccccc2)CC1,-0.3,0,0.0,6
O=C(CSc1nc2ccccc2c(=O)n1Cc1ccc2c(c1)OCO2)NC1CCCCC1,-0.7,-3,0.0,8

Full records from above. Order of screens: GPR151 activ	MITF inh	FBW7 act	TEAD-YAP inh
Results for O=C(NC1CS(=O)(=O)CC1Cl)c1ccco1 (stereo not drawn) : 1.6	19	0.0	12
Results for N/C(=N\OC(=O)COc1ccc(Br)cc1Cl)c1ccccc1 : -1.7	-6	0.4	-6
Results for CCOC(=O)C1=C(C)N=c2s/c(=C/c3ccc(OC(C)=O)cc3OC(C)=O)c(=O)n2C1c1ccccc1Cl (stereo not drawn) : 1.2	1	-0.4	3
Results for O=C1C(Nc2ccc(F)c(F)c2)=C(N2CCOCC2)C(=O)c2ccccc21 : 1.8	8	-0.7	0
Results for COC(=O)c1c(NC(=O)c2nn(C)cc2Br)sc2c1CCC(C)C2 (stereo not drawn) : 0.8	-7	-0.1	-5

Additional structures
smiles,GPR151 activ,MITF inh,FBW7 act,TEAD-YAP inh
Cc1ccc(C(C)C)c(OCC(=O)NNC(=O)c2ccc(N3CCCC3=O)cc2)c1,1.6,-6,0.0,1
Cc1cc(OC(=O)c2cccc3ccccc23)c([N+](=O)[O-])c(=O)[nH]1,-0.6,9,0.3,4
O=C(C(Cc1ccccc1)N1C(=O)C2C3CCC(C3)C2C1=O)N1CCCCC1 (stereo not drawn),-0.5,-12,0.1,6
CC12CCC(C(=O)Nc3ccccc3Br)(CC1=O)C2(C)C (stereo not drawn),-0.2,-7,-0.1,0
Cc1ccc(-c2[nH]ncc2C(=O)O)c(C)c1,0.0,10,0.5,7
COc1ccc(-c2nc(C#N)c(N3CCCCC3)o2)cc1,-0.5,-2,0.0,-7
CN1CCN(C(=O)CSc2nc3ccccc3[nH]2)CC1,0.5,-8,0.3,-14
O=C(CCNS(=O)(=O)c1cccs1)NCC1CCCCC1,0.6,2,0.2,3
Fc1ccc(-c2cnc3c(Nc4ccc(N5CCOCC5)cc4)nccn23)cc1,0.9,-4,0.0,9
